Assay outcomes deposited in PubChem by several laboratories.
zVAD death inh: L929 zVAD cell death inhibition | AID 1377 | 220,000 compounds, 0.38% hits | L929 zVAD necroptosis rescue, ATP luminescence, 24 h; with zVAD 60 µM | viability rescue, % at 10 µM;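 active means activation, scaled between plate controls, above about 75%, limit read from the data; inactive means activation under that limit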;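 further: 0% = zVAD with DMSO and 100% = DMSO alone without zVAD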
PERK inh: blocks human PERK kinase. Q9NZJ5. CHO PERK-DD fusion, SEAP luminescence translation reporter. inhibition, % at 5.6 µM. 220,000 compounds, 0.17% hits. AID 1416;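 active means inhibition above the mean inhibition of all tested compounds plus 3 SD, set separately per screening campaign, cut at about 2.9% in these data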;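 further: PERK kinase domain activated by AP20187 dimerizer at 100 nM; 0% = DMSO with dimerizer and 100% = rapamycin at 8.4 µM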
EBV gp42 inh: EBV gp42 inhibition; AID 1085; Fluorescence polarization binding assay, mP read-out; inhibition, % (tested at 21.74 µM); 220,000 compounds, 0.42% hits; Q1HVG2; in the data active means inhibition above about 50%
Target sequence (Q1HVG2 whole entry, looked up): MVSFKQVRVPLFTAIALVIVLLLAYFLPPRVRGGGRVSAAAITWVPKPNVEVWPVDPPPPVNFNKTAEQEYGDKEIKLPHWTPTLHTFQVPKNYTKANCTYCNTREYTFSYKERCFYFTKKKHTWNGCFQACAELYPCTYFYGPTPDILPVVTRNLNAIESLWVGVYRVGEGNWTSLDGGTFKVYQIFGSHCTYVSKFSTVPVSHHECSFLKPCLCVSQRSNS
eIF4E-4G inh: blocks eIF4E binding to eIF4G; P63073+Q04637; TR-FRET eIF4E-eIF4GI(517-606) binding, 2 h; inhibition, % at 21.7 µM; 220,000 compounds, 0.37% hits; AID 782;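 active means inhibition above about 30%, limit read from the data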;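 further: 0% = full FRET control wells and 100% = background wells lacking eIF4GI fragment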
KCC2 mod: modulates chloride dependent transport by human KCC2 | Q9H2X9 | KCC2 cells, thallium flux FluoZin-2 fluorescence | B-score of Tl+ flux slope (higher = more flux/activation; lower = inhibition) at 10 µM | 190,000 compounds, 2.2% hits | AID 1456;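 active means thallium flux slope and its plate-corrected score both differing from the plate sample mean at a set confidence after two filtering rounds, in either direction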;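 further: slope of fluorescence scaled to starting intensity during 10 to 20 s after thallium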
m-calpain inh: calpain II (pig) inhibition; purified calpain II, fluorogenic peptide substrate, 30 min; inhibition, % at 16 µM; 220,000 compounds, 0.37% hits;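 active means inhibition above about 50%, limit read from the data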
MDM2 E3 inh: Mdm2 E3 ligase (human) inhibition; Q00987; cell-based MDM2 ubiquitination luciferase reporter, 2 h; 0 = plate control, 100 = twice control, blank-subtracted; signal enhancement, % at 5 µM; 210,000 compounds, 0.11% hits; AID 1230;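 active means signal enhancement of 30% or more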;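 further: luminescence tracks abundance of the self-degrading MDM2-luciferase fusion protein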
Target sequence (Q00987 whole entry, looked up, the tested form may be a part): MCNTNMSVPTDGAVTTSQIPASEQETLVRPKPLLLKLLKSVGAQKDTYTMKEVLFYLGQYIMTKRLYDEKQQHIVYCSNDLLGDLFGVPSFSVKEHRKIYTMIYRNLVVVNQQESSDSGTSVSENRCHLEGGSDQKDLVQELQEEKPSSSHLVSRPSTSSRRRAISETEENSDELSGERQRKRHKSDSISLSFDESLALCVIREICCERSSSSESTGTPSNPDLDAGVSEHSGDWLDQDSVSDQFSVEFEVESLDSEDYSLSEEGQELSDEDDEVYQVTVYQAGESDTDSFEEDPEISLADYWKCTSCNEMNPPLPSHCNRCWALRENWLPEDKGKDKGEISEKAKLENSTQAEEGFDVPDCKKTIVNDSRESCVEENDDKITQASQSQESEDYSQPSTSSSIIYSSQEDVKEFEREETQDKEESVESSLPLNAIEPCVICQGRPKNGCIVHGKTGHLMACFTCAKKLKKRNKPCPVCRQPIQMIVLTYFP
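Assay system: mammalian cells stably expressing self-ubiquitinating, self-degrading MDM2 E3–luciferase fusion. Quantity: 2000 cells in each well. Medium: DMEM culture medium. Compound dosing: single-point 5 µM. Timing: cell settling 4 h, compound treatment 2 h, both 37 °C. Technique: luciferase luminescence. Read-out basis: percent signal gain over controls, blank-subtracted. Benchmarks: plate controls and plate blanks.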
Rad51 HR inh: blocks human Rad51 in homologous recombination | hRad51 DNA strand exchange, fluorescence dequenching | inhibition, % at 10 µM | 200,000 compounds, 0.085% hits | AID 1385;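 active means inhibition above 40% at the single screening dose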;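 further: 0% = DMSO control wells and 100% = blanks with heterologous ssDNA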
Target sequence (Q06609 whole entry, looked up): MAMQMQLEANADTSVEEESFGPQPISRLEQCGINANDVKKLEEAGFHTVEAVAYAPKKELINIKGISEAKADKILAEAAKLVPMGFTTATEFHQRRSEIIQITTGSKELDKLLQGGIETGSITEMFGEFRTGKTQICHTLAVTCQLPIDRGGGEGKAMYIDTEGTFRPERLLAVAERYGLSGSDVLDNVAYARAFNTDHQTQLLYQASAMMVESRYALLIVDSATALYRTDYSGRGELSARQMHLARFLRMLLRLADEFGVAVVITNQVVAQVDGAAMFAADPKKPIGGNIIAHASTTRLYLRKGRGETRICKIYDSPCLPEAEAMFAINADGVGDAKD
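Material: Human Rad51 nucleoprotein filaments preassembled on unlabelled ssDNA | Also added: Labelled 47-mer dsDNA for strand exchange | Dosing: Single dose, 10 µM final compound | Schedule: 30-min compound preincubation and 15-min exchange, both room temperature | Technique: Fluorescence dequenching at 485/520 nm | Measure: Percent inhibition relative to plate controls and blanks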
TNF death inh: TNF-alpha cell death inhibition in Jurkat FADD-/- cells | Jurkat FADD-/- TNF necroptosis rescue, ATP luminescence, 24 h; 0 = TNF only, 100 = no-TNF cells | activation (protection from cell death), % at 10 µM | 220,000 compounds, 0.068% hits | AID 463075;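 active means activation, meaning protection from cell death, of at least 50% relative to plate controls; inactive means activation below 50%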;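 further: necroptosis triggered by 40 ng/mL TNF-alpha added together with compound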
* = called active by the depositor; / = no result given; [ ] = another dose, or the depositor's remark.

SMILES | zVAD death inh | PERK inh | EBV gp42 inh | eIF4E-4G inh | KCC2 mod | m-calpain inh | MDM2 E3 inh | Rad51 HR inh | TNF death inh
C[C@@H]1CN(Cc2cn(C)nc2-c2cccc(Cl)c2)C[C@H](C)O1 | 5.1 | -0.6 | -15.9 | 0.7 | -1.22 | -27.5 | -5.5 | -0.2 | 0.4
CCCN1C2=C(C(=O)CC(C)(C)C2)C(c2ccc(F)cc2)C2=C1c1ccccc1C2=O (configuration not stated) | -0.9 | -0.5 | 1.4 | 0.7 | 0.452 | 4.5 | 8.8 | -4.8 | -8.4
Cc1cccc(C)c1NC(=O)C(c1ccccc1)N1CCN(C(=O)c2ccco2)CC1 (configuration not stated) | / | -0.6 | 9.1 | 2.3 | 0.427 | 5.0 | -5.0 | / | 0.3
NC(=O)C1CCN(C(=O)CNC(=O)c2ccccc2)CC1 | 2.4 | 1.4 | -6.1 | -0.7 | 0.975 | -6.0 | -7.7 | 13.4 | -0.2
Cc1cc(C)c(S(=O)(=O)c2ccccc2Cl)c(Cl)n1 | -0.3 | -0.3 | 5.8 | 0.0 | -1.16 | 38.4 | -10.8 | 4.0 | -0.4
CN(CC(=O)O)S(=O)(=O)c1ccc(F)cc1 | -0.1 | 1.3 | -15.8 | 3.2 | -0.0174 | -10.9 | / | 5.3 | -0.7
CCC(=O)n1nc(-c2ccc(Cl)cc2)nc1SC | 0.5 | 0.4 | -15.4 | 2.5 | -2.98 | -7.1 | / | / | -1.4
O=C(CSc1ccc2ccccc2c1)NCc1cccs1 | 1.0 | 1.4 | -5.6 | 2.7 | -1.09 | 10.0 | -10.1 | 9.1 | 0.6
C=CCNc1nc2ccccc2c(=O)[nH]1 | 2.1 | 1.1 | -10.0 | 4.5 | / | -61.6 | -20.6 | -4.6 | -0.1
Cn1cc(CC(=O)N2CCN(c3ccc(Cl)cc3)CC2)c2ccccc21 | -1.1 | -1.7 | 3.5 | 1.8 | 0.043 | 21.7 | -5.7 | -5.4 | -0.4
O=C(Nc1nsc(-c2ccccc2)n1)c1cccs1 | 75.3* | 0.1 | -3.9 | -2.0 | / | -9.3 | -54.5 | 19.5 | -0.7
CC(C)NC(=O)COC(=O)C1CSC2(c3ccc(Br)cc3)CCC(=O)N12 (configuration not stated) | 2.2 | 0.7 | -8.4 | -3.2 | -0.816 | -0.6 | -8.0 | -4.2 | -0.1
Cc1cc(/C=C(\C#N)C(=O)NC2CCCCCC2)c(C)n1C | 15.4 | 0.0 | -17.3 | 1.1 | 0.053 | -182.4 | -1.7 | 0.1 | 2.0
Cc1cc(C)cc(NC(=O)/C=C/c2ccc([N+](=O)[O-])s2)c1 | 13.8 | 0.7 | -7.8 | 2.1 | -0.449 | 18.9 | -3.4 | -0.9 | -6.1
CC(C)OC(=O)CN1C(=O)C(C)(C)Oc2ccc(C(=O)NC3CC3)cc21 | 0.1 | -1.2 | -5.0 | 5.2 | -0.086 | -3.1 | -5.5 | -1.0 | -0.1
CCOC(=O)C1=C(C)Nc2nc3ccccc3n2C1c1ccncc1 (configuration not stated) | 0.7 | -1.2 | -1.3 | -4.3 | -0.495 | -42.8 | -17.0 | -2.3 | 1.8
O=C(O)CC1S/C(=N/N=C/c2ccccn2)NC1=O (configuration not stated) | 1.2 | 1.3 | -15.4 | -3.8 | 0.56 | 11.8 | -10.1 | 8.6 | 1.0
CC(=O)N1CC(c2ccccc2)C(c2ccc(Cl)cc2)=N1 (configuration not stated) | 0.5 | 0.3 | 7.7 | -2.6 | -1.05 | -17.4 | -6.9 | -3.5 | 0.5
COc1cccc(/C=C2\SC(=S)N(CC3CCCO3)C2=O)c1 (configuration not stated) | -0.6 | 0.5 | -2.6 | 1.9 | -0.175 | 21.8 | -0.6 | 4.2 | -0.8
CCOc1cccc(/C=N/NC(=S)NCCN2CCOCC2)c1O | -0.2 | 0.3 | 1.1 | -4.5 | -0.223 | -164.7 | 1.9 | 3.2 | -1.1
COc1ccc(NC(=O)Nc2ccccc2SC)cc1 | 7.0 | 0.3 | -5.1 | -5.8 | 1.48 | 14.1 | -13.3 | 4.4 | -0.7
O=S(=O)(c1ccc(Br)cc1Cl)N1CCN(CCO)CC1 | 2.8 | 0.0 | -0.3 | -4.0 | 1.63 | 21.9 | 1.6 | -5.4 | 0.8
Cc1ccc(C(=O)Nc2ccc3c(c2)OCO3)cc1 | 0.2 | -1.0 | -12.3 | / | 0.146 | -3.3 | -7.1 | 12.4 | -3.4
Nc1[nH]ncc1-c1ccccc1 | 1.2 | 2.0 | 6.0 | -0.5 | 0.79 | -6.8 | 3.3 | -3.9 | 1.0
Cc1ccc(CCNC(=O)c2nnn(-c3cc(C)cc(C)c3)c2N)cc1 | 0.5 | -1.1 | -17.2 | -8.0 | -0.141 | 0.0 | 2.8 | -8.7 | -0.4
COc1ccc(C(=O)Nn2c(SCc3cccc([N+](=O)[O-])c3)nc3ccccc3c2=O)cc1 | 1.6 | -1.3 | 10.5 | -2.3[fluorescence artefact?] | 0.595 | -25.4 | -37.1 | 2.6 | 1.0
CCOC(=O)c1sc(SC)c(C(C)=O)c1C | -1.0 | -0.1 | -22.5 | -5.7 | -1.33 | -3.0 | -13.6 | -0.6 | -1.9
CC1CCN(CCOCCOc2ccccc2Br)CC1 | -1.1 | 0.0 | 0.8 | 1.6 | -0.745 | 22.9 | -19.4 | 8.1 | 0.3
Cc1ccc(NC(=O)c2cc(S(=O)(=O)NCCc3ccccc3)ccc2F)cc1Cl | 28.7 | 0.2 | 2.2 | 2.1 | -2.29 | 3.4 | -12.4 | 6.0 | 3.1
CCCn1cc(CN2CCC(N3CCC(C(=O)N4CCOCC4)CC3)CC2)c(C)n1 | -0.6 | 0.9 | -2.1 | 1.1 | 1.1 | 0.3 | -12.5 | 3.7 | 1.3
CCS(=O)(=O)N1CCN(C(=O)CCC2CCCC2)CC1 | -0.1 | 0.9 | 4.4 | 5.6 | / | 9.4 | -5.5 | -0.6 | -0.2
O=C(Nc1cccnc1)c1cc(-c2ccc(Br)cc2)on1 | 0.6 | 0.6 | -4.8 | -6.0 | -2.32 | 1.6 | -24.3 | -4.8 | -1.3
Cc1ccc(Cl)cc1N1CCN(S(=O)(=O)c2cnc[nH]2)CC1 | 0.6 | 0.7 | -1.0 | 3.8 | 0.201 | -4.6 | -12.4 | -3.6 | -0.4
C=CCNC(=O)NC(=O)COC(=O)[C@H](C)NS(=O)(=O)c1c(C)c(C)cc(C)c1C | 0.1 | 1.4 | -13.0 | -14.6 | -0.212 | 3.4 | / | 16.0 | -0.2
CS(=O)(=O)N1CCN(CCN2C(=O)c3cccc4cccc(c34)C2=O)CC1 | 0.2 | 0.2 | -17.4 | -0.6 | -0.303 | -0.7 | -7.3 | / | 2.5
COCCN1Cc2cccc(C(=O)Nc3c(C)cc(C)cc3C)c2C1=O | -0.1 | 0.1 | 1.8 | 3.6 | 0.0912 | 42.2 | -2.4 | -0.2 | -2.1
CCOc1cc(CN2CCOCC2)cc(C(C)=O)c1 | 0.2 | 0.6 | 2.8 | -3.6 | 0.51 | -10.0 | -9.3 | / | 0.5
C/C(Cn1cnc([N+](=O)[O-])n1)=N\NC(=O)c1ccc(F)cc1 | -0.4 | -1.2 | -4.2 | -4.1 | 0.9 | 24.0 | 3.8 | -2.7 | -1.2
COc1cc(-c2cc(C(=O)Nc3ccc(S(=O)(=O)Nc4ncccn4)cc3)c3ccccc3n2)cc(OC)c1OC | -0.5 | 0.6 | 5.5 | 12.2 | 2.04 | 8.4 | -11.0 | -21.7 | 0.7
Fc1ccc2c(c1)C(c1ccncc1)=NNC(c1ccccc1)=N2 | 0.4 | 0.6 | -12.1 | 0.4[fluorescence artefact?] | 0.459 | 9.5 | -9.1 | 2.7 | -0.4
O=C(N/N=C/C=C/c1ccccc1)C1CC1c1ccccc1 (configuration not stated) | 0.9 | 0.8 | -10.3 | 1.7 | / | 25.6 | 2.1 | / | 0.3
O=C(O)CCCC(=O)Nc1nc2n(n1)C(c1ccc(F)cc1)CC(c1ccc(Cl)cc1)N2 (configuration not stated) | -0.1 | 0.8 | 11.7 | -4.4 | 0.45 | -7.2 | -10.7 | 1.1 | 0.3
Cc1nc2c3ccccc3nc(NNC(=O)CCC(=O)NC(C)C)n2n1 | 0.5 | 1.0 | -0.2 | -5.7[fluorescence artefact?] | 0.916 | 3.8 | 5.3 | -3.9 | 1.7
CO/N=C/CC(=O)c1ccc(-c2ccccc2)cc1 | -0.1 | 2.1 | -2.2 | -2.0 | -1.05 | -10.5 | -1.0 | -19.1 | 0.0
CN1CCCN(C(=O)c2cc(-c3cccc4ccccc34)nc3ccccc23)CC1 | -0.6 | -0.6 | 10.0 | -3.6 | -0.563 | -127.3 | / | 13.6 | -2.1
NC(=O)C1CCN(S(=O)(=O)Cc2ccccc2Cl)CC1 | 8.4 | 0.2 | 3.6 | -2.3 | 0.527 | -12.6 | -6.1 | 5.7 | 0.5
Cc1cc(C)cc(C(=O)NC(=S)Nc2ccc3[nH]c(=O)[nH]c3c2)c1 | 72.4 | 0.4 | 4.7 | 2.8 | 0.71 | -2.2 | -3.0 | 0.6 | 0.4
Cc1ccc2cc(CN(Cc3ccco3)C(=O)C3CCCCC3)c(=O)[nH]c2c1C | 0.5 | -1.3 | 6.1 | -1.6 | -0.275 | 19.1 | 12.1 | -1.2 | -1.0
Cc1ccc(NCC(=O)c2ccc([N+](=O)[O-])cc2)cc1 | -0.1 | 1.0 | -9.4 | -8.3 | -0.0516 | -11.1 | -3.0 | 0.8 | -5.4
Cn1c(=O)oc2cc(S(=O)(=O)NCc3ccc(C(=O)O)cc3)ccc21 | -0.2 | 0.9 | -32.1 | -2.7 | 0.217 | -22.1 | 0.7 | -90.4 | -0.5
CC1(C)Cc2nc3sc4c(=O)n(Cc5ccccc5)cnc4c3cc2CS1 | 0.6 | 0.4 | -17.7 | -2.0 | -0.202 | 0.8 | -4.8 | 0.7 | 1.8
CCN1C(=O)N(CC)C2C1N(CO)C(=O)N2CO (configuration not stated) | 0.9 | -0.1 | -3.5 | -1.7 | -0.188 | 10.9 | -7.6 | 2.2 | 0.3
COc1ccc(NC(=O)C2CCC(C(C)(C)C)CC2)cc1S(=O)(=O)N1CCCCC1 (configuration not stated) | 1.1 | -0.3 | 15.2 | -0.4 | -0.133 | 24.1 | -0.5 | -5.8 | 0.8
CC(=O)NC(=S)Nc1cccc([N+](=O)[O-])c1 | 0.1 | 0.1 | 1.6 | -5.0 | -0.249 | 3.0 | -8.3 | / | 0.2
CCOC(=O)c1ccc(NC(=O)c2ccccc2C)cc1 | 1.9 | -1.0 | -19.3 | -0.5 | -0.5 | 0.8 | 23.6 | / | -0.1

Arranged by the number under PERK inh (rising): 3 from the list above.
| Structure | PERK inh |
| --- | --- |
| CCOC(=O)c1ccc(NC(=O)c2ccccc2C)cc1 | -1.0 |
| CCN1C(=O)N(CC)C2C1N(CO)C(=O)N2CO (configuration not stated) | -0.1 |
| CC1(C)Cc2nc3sc4c(=O)n(Cc5ccccc5)cnc4c3cc2CS1 | 0.4 |
